Source: PubChem (Sanford-Burnham Center for Chemical Genomics)
697 NFkB inh: lowers PMA/ionomycin-induced NF-kB signal in 697 B cells | inhibition, % at 4 µM | 697 B-cell NF-kB luciferase reporter, 16 h | 0.33% of 330,000 active; in the data active = inhibition above about 35%
APJ ag: APJ receptor agonism. P35414. AID 2520. 0.11% of 330,000 active. activation, % at 20 µM. CHO-K1 APJ PathHunter beta-arrestin, luminescence; 0% DMSO wells, 100% apelin;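 active = activation more than six SD over the plate average, tested at 20 µM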;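 also: 0% = DMSO alone and 100% = apelin-13 at 10 nM; some results filed as inactive read as strong as hits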
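Assay system: CHO-K1 cells stably expressing ProLink-tagged human APJ and arrestin–beta-gal acceptor. Compound dosing: 20 µM single point, 1% DMSO. Times: 16-18 h seeding, 90 min dark compound exposure, 60 min detection. Detection: beta-gal luminescence. Evaluation: APJ–arrestin association signal. Controls: negative DMSO alone, positive Apelin-13 at 10 nM.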
UPR XBP1 act: adaptive UPR (XBP1) activation; CHO-XBP1 luciferase reporter, IRE1-XBP1 UPR activation, luminescence; percent of tunicamycin response, DMSO as zero; activation, % at 20 µM; 0.33% of 330,000 active;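 active = versus positive control, 20 µM dose yields 30% or more activation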;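 also: 100% = tunicamycin at 10 µg/mL and 0% = DMSO only wells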
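Signal: luciferase luminescence; Assay system: CHO-XBP1 luciferase reporter cells; Amount: one thousand reporter cells per well; Dosing: 20 µM single concentration, DMSO 1%; Benchmarks: high control tunicamycin 10 µg/mL final, low control DMSO vehicle only; Schedule: 6 h compound exposure at 37 °C, 5% CO2; Evaluation: percent activation relative to tunicamycin reference.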
APJ antagonist: blocks the human apelin receptor APJ; inhibition, % at 20 µM; CHO-K1 APJ beta-arrestin complementation, luminescence; P35414; 0.32% of 330,000 active; AID 2521;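 active = inhibition above about 40% at 20 µM, limit read from the data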;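 also: cells challenged with 10 nM apelin-13 agonist together with compound; plate controls were apelin-13 plus DMSO wells for no effect and DMSO wells lacking apelin-13 for full effect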
tim23-1 inh: inhibits growth of tim23-1 mutant yeast | S. cerevisiae tim23-1 growth, BacTiter-Glo luminescence, 24 h | inhibition, % at 20 µM | 1.3% of 330,000 active | AID 463212;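 active = growth inhibition of the mutant yeast at or above 50%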;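 also: temperature-sensitive mutant grown at 25 °C; plate controls were DMSO-treated mutant yeast for no effect and medium wells lacking yeast for full effect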
CHOP UPR activ: apoptotic UPR (CHOP) activation. CHO-CHOP luciferase reporter, luminescence; percent of tunicamycin response over DMSO baseline. AID 449763. activation, % at 10 µM. 0.34% of 330,000 active;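 active = at 10 µM dose, activation of 40% or more, normalized to positive control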;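 also: 100% = tunicamycin at 10 µg/mL and 0% = DMSO alone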
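Material: CHO-CHOP cells, stable luciferase reporter of PERK-eIF2a-CHOP signalling; quantity: 500 reporter cells seeded per well; buffer or medium: F12 medium containing 10% fetal bovine serum; compound: one dose, 10 µM in 0.5% DMSO; incubation: 6 h compound treatment, 37 °C; measured by: Steady-Glo luciferase luminescence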
Mdm2-MdmX inh: inhibitors of human Mdm2/MdmX interaction; 3% of 330,000 active; SaOS-2 split-luciferase Mdm2/MdmX complementation, luminescence; inhibition, % at 8 µM;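 active = inhibition of at least 50% at 8 µM in the primary screen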
Target sequence (O15151 whole entry, looked up): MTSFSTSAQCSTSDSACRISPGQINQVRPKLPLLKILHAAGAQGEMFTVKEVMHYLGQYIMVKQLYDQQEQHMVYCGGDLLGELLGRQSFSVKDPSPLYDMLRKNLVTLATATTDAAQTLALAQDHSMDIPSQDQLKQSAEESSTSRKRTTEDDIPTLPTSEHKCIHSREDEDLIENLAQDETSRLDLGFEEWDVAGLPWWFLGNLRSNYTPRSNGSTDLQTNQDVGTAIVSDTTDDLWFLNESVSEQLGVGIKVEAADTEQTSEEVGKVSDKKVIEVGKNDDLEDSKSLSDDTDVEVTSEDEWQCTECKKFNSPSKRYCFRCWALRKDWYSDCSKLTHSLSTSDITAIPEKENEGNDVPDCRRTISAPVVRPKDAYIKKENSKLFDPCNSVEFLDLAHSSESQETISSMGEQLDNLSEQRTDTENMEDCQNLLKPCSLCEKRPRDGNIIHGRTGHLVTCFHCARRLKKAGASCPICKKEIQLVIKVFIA
Target sequence (Q00987 whole entry, looked up): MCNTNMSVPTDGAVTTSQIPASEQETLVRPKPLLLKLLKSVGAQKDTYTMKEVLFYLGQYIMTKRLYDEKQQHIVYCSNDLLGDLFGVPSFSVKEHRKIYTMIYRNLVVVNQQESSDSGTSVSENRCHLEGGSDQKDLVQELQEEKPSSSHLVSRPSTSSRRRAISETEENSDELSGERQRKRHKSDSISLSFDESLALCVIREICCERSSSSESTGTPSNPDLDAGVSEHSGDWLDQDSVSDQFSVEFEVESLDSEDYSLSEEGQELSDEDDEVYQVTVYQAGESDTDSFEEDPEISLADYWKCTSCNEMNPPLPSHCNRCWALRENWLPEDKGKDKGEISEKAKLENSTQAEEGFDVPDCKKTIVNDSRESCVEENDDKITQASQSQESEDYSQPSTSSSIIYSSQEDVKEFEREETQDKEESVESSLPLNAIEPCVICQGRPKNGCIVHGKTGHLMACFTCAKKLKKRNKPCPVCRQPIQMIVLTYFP
Jurkat NFkB inh: lowers PMA/ionomycin-induced NF-kB signal in Jurkat cells; 0.53% of 330,000 active; PMA/ionomycin-induced NF-kB luciferase reporter, luminescence; inhibition, % at 4 µM; in the data active = inhibition above about 50%
Numbers without * were called inactive. An unsorted share of the library; overall some 5% were active at least once.

SMILES	697 NFkB inh	APJ ag	UPR XBP1 act	APJ antagonist	tim23-1 inh	CHOP UPR activ	Mdm2-MdmX inh	Jurkat NFkB inh
COc1ccc(C(=O)O)cc1S(=O)(=O)N(C)C	10.2	-0.4	-1.6	5.9	-15.5	-1.3	5.1	4.9
Cc1ccccc1C(=O)Nc1ccccc1C(=O)NC1CC1	-1.2	-4.8	-3.9	6.3	-5.3	-1.1	21.5	-6.9
Nc1ccc(C(=O)N/N=C2\CCCc3c2[nH]c2ccccc32)cc1	4.7	5.7	0.9	-23.7	15.2	3.1	-18.2	-49.2
CC(=O)C1=C(O)C(=O)N(CC(=O)O)C1c1ccccc1Cl (centres undefined)	3.3	-4.0	-1.2	-56.9	9.5	-0.7	8.1	-2.6
O=C(Nc1ccc(S(=O)(=O)Nc2nccs2)cc1)C(F)(F)F	9.2	-2.0	-2.5	-0.5	8.9	0.9	19.6	9.9
CC1CN(S(=O)(=O)c2cccc(C(=O)Nc3ccccc3N3CCOCC3)c2)CC(C)O1 (centres undefined)	-8.6	-6.0	-0.9	-7.0	18.8	-1.0	11.2	6.6
CCN(CCn1cccn1)C(=O)CC1C(=O)NCCN1Cc1ccc(OC)c(OC)c1 (centres undefined)	-0.5	-1.1	-0.1	5.1	-0.2	-0.1	-12.9	13.5
CC(C(=O)O)c1n[nH]c(=O)c2ccccc12 (centres undefined)	21.7	-4.2	-1.9	2.7	-2.1	-0.5	-3.0	2.6
Cc1ccc(S(=O)(=O)N2CCN(C(=O)[C@H](Cc3ccccc3)NC(=O)c3ccco3)CC2)cc1C	25.9	2.3	-3.5	-2.7	4.7	0.4	15.8	4.0
O=C(NC1CCN(C(=O)NC2CCCCC2)CC1)c1ccco1	-4.2	-0.3	1.7	-4.3	6.1	1.2	8.6	-2.0
COc1ccc([N+](=O)[O-])cc1NC(=O)C(C)N(C)Cc1cccc(OC)c1OC (centres undefined)	5.9	-5.1	-2.4	11.0	4.6	-0.6	34.3	0.2
Cc1ccc(CC2SC(=O)NC2=O)cc1Cl (centres undefined)	-0.6	0.9	0.1	1.6	-8.4	1.3	3.6	3.3
CC(Sc1nnc(-c2ccco2)o1)C(=O)Nc1ccc(OC(F)F)cc1 (centres undefined)	-2.2	-3.0	0.4	-9.5	6.1	0.7	7.8	-16.0
COc1ccc(N2CCN(C(=O)c3ccc(OCc4c(C)noc4C)c(OC)c3)CC2)cc1	13.9	0.5	-5.9	3.7	-3.8	-0.3	4.9	6.7
COc1cc(OC)c(OC)cc1/C=N/NC(=O)c1ccc(=O)n(C)c1	10.6	-1.3	-2.5	0.1	10.2	1.5	15.6	-3.5
O=C(NCCN1CCCCC1)Nc1ccc(F)cc1	-2.0	0.1	-3.9	2.6	8.7	-0.1	2.3	-1.1
COC(=O)c1ccc(C)c(NC(=O)CCSc2ccc(C)cc2)c1	12.7	-1.2	-2.3	-2.2	10.9	1.1	29.3	-1.4
COCC(C)n1c(C)cc(C(=O)COc2ccc(S(=O)(=O)N3CCOCC3)cc2Cl)c1C (centres undefined)	-21.6	-1.7	-1.0	-4.9	14.1	-0.5	-19.0	-0.9
CC12CCC(C(=O)Nc3ccccc3N3CCOCC3)(CC1=O)C2(C)C (centres undefined)	4.0	-0.1	0.0	-8.7	-2.8	0.6	19.3	-0.6
O=C(Nc1ccccn1)c1ccc(CN(c2ccccc2)S(=O)(=O)c2ccccc2)cc1	-7.8	-0.3	-2.0	-4.5	15.2	-1.0	-4.9	0.7
COc1ccc(C2C(C#N)=C(N)Oc3n[nH]c(C)c32)cc1Cn1nc(C)c([N+](=O)[O-])c1C (centres undefined)	-35.3	-1.4	-2.3	16.1	15.3	1.7	5.6	2.8
COC(=O)c1ccc(NC(=O)c2cccc(N3C(=O)C4C5C=CC(C6CC56)C4C3=O)c2)cc1 (centres undefined)	-33.3	21.3	-1.6	-35.7	0.6	2.8	36.0	27.6
COc1ccccc1NC(=O)c1ccc2nc(C)c(C)nc2c1	-1.3	0.8	-1.6	1.3	-7.6	1.8	9.5	-4.1
Cc1cc(C)c(C#N)c(SCc2nc3ccccc3[nH]2)n1	-63.8	-2.4	4.3	24.1	28.2	4.4	-286.2	-62.2
CCOC(=O)C1CCCN(C(=O)Cn2c(=O)c3cccn3c3cccnc32)C1 (centres undefined)	-8.8	-4.8	-1.1	16.3	9.1	-0.6	-4.0	-0.2
Nc1nnnn1/N=C/c1cccc(OCc2ccccc2Cl)c1	-28.6	-3.5	0.0	4.3	14.2	4.7	-10.7	-1.6
Cc1ccc2c(c1)c1c3n2CCN=C3CCC1	-6.1	-2.9	-1.0	6.2	4.4	-0.4	14.4	-14.2
CCc1nc(NCc2cccnc2)c2oc3ccccc3c2n1	-19.8	-2.4	1.5	1.7	-28.2	0.0	10.4	12.2
COc1ccc2c(c1OC)C(=O)OC2N1C(=O)CC[C@H]1C(=O)Nc1ccc(F)cc1F (some centres undefined)	-6.2	-3.2	-0.6	-13.5	6.4	-1.0	5.1	-1.1
COc1ccc(CCNC(=O)COc2ccc(S(=O)(=O)NCC(C)C)cc2Cl)cc1OC	14.0	-2.5	-1.7	-11.5	7.2	1.4	5.9	2.0
Cc1ccc2oc(=O)cc(CN3CCN(Cc4ccccc4)CC3)c2c1	4.1	-2.9	-2.6	4.7	5.2	1.2	-11.6	17.0
CCN1C(=O)/C(=C2/Sc3ccc(OC)cc3N2C)SC1=Nc1ccc(OC)cc1	-19.5	0.2	0.9	7.1	0.9	-0.3	-0.7	-9.0
CCN1CCN(C(=O)Nc2cccc3ccccc23)CC1	-0.3	1.8	0.1	-10.2	7.3	0.8	10.2	-1.3
COCC1CCN(C(=O)c2cc(COc3ccc(F)cc3F)on2)C1 (centres undefined)	-17.4	-3.1	-2.8	7.4	21.5	1.1	-3.0	-9.7
COc1ccc(CNC(=O)COC(=O)c2cc(S(=O)(=O)N3CCOCC3)ccc2O)cc1OC	5.1	-3.8	-1.4	9.7	4.8	-0.3	0.7	-3.3
CCCn1nnnc1NCc1ccc(F)cc1	9.8	-3.5	-3.2	-12.0	10.0	3.9	-2.0	4.1
COc1ccc(CNC(=O)c2cccc(S(=O)(=O)N3CCN(C)CC3)c2)cc1	16.3	-3.6	-5.0	12.4	5.7	1.0	5.6	-0.2
Cc1cc(NC(=O)c2ccccc2Cl)n(C(C)(C)C)n1	-0.3	-0.1	-0.5	-1.9	-0.7	2.3	19.0	-0.8
Cc1ccc(/C=C/c2onc(C)c2S(=O)(=O)N2CCC(C(=O)NC(C)(C)C)CC2)cc1	10.4	-3.5	-1.4	5.2	8.4	0.7	11.8	7.3
CC1CCN(c2c([N+](=O)[O-])c(=O)oc3ccccc23)CC1	-24.8	-0.6	0.7	-0.8	12.3	3.9	-8.5	15.9

Two records picked at random from those above, as already listed:
SMILES	697 NFkB inh	APJ ag	UPR XBP1 act	APJ antagonist	tim23-1 inh	CHOP UPR activ	Mdm2-MdmX inh	Jurkat NFkB inh
CC1CN(S(=O)(=O)c2cccc(C(=O)Nc3ccccc3N3CCOCC3)c2)CC(C)O1 (centres undefined)	-8.6	-6.0	-0.9	-7.0	18.8	-1.0	11.2	6.6
COc1ccc(CNC(=O)c2cccc(S(=O)(=O)N3CCN(C)CC3)c2)cc1	16.3	-3.6	-5.0	12.4	5.7	1.0	5.6	-0.2

(next part)
SMILES	697 NFkB inh	APJ ag	UPR XBP1 act	APJ antagonist	tim23-1 inh	CHOP UPR activ	Mdm2-MdmX inh	Jurkat NFkB inh
CCN(CC)S(=O)(=O)c1ccc2c3c(cccc13)C(=O)N2	-4.4	-2.1	1.9	5.8	6.8	-1.1	16.0	-12.0
COc1ccc2[nH]c(C(=O)NCCN3CCCCC3)cc2c1	0.2	0.0	-1.5	-10.5	-5.5	-1.0	19.5	-19.7
Cc1ccc(NC(=O)c2ccc(-c3nn(C)c(=O)c4ccccc34)cc2)c(C)c1	33.9	1.1	-0.3	-12.5	7.6	-1.1	20.9	4.9
CCC(C)(C)n1nnnc1C(c1cccnc1)N1CCN(c2cccc(C(F)(F)F)c2)CC1 (centres undefined)	8.4	-2.1	-1.4	7.1	-125.7	-1.5	-0.2	-8.4
Cc1cc2nnc(SCC(=O)OC(C)C)n2c2ccccc12	-7.4	-2.6	1.6	7.8	18.5	2.8	-6.8	0.9
CCCCOC(=O)C(C)Nc1n[nH]c(=O)[nH]c1=O (centres undefined)	15.3	-2.1	1.0	5.6	12.1	-2.2	-7.1	12.7
OC1(c2ccc(F)cc2)CCN(Cc2nnnn2Cc2cccs2)CC1	-0.5	2.3	-1.7	1.1	15.6	-0.3	12.1	7.7
O=C(NCCN1CCOCC1)c1c(O)nc2sccn2c1=O	16.4	0.1	-1.6	19.1	2.7	-0.1	-22.4	-3.9
Cc1ccc(C)c(C(=O)Nc2c(C(N)=O)oc3ccccc23)c1	6.1	-0.8	0.1	2.6	12.3	1.2	27.2	4.4
COC(=O)c1ccccc1NC(=O)c1sc(N)nc1C	-2.5	0.9	11.3	-2.0	-8.3	-2.9	21.9	-3.7
O=C(NCC1CCCO1)c1cnn2c1NC(c1ccccc1)CC2C(F)(F)F (centres undefined)	-39.0	-3.1	2.6	3.7	23.3	-0.3	8.0	-21.4
O=C(NCC1(N2CCCCC2)CCCCC1)c1ccc(NS(=O)(=O)c2ccc(F)cc2)cc1	18.9	-5.8	0.2	15.6	-15.0	0.6	8.4	-0.9
C=CCNc1nc(N)c([N+](=O)[O-])c(NC2CCCCC2)n1	-14.3	-1.9	32.0*	-5.7	10.7	1.0	32.0	2.4
CC(=O)C[C@H](O)CC(=O)[C@@H]1OC(=O)CCCCCCc2ccccc21	-8.6	-0.9	-2.3	0.3	17.7	-0.3	-5.9	-6.8
COc1ccc(NC(=O)N2Cc3ccccc3CC2C(=O)NC(C)(C)C)cc1 (centres undefined)	-1.3	-2.1	-1.7	-3.5	18.2	-0.8	0.7	-3.3
Cc1nnc2ccc(Oc3ccc(-c4ccccc4)cc3)nn12	-14.1	1.5	5.3	-13.0	16.9	6.7	14.6	10.5
Cc1nn(CC(=O)NCCCN2CCN(Cc3ccccc3)CC2)c(=O)c2cc(-c3ccccc3)nn12	-3.0	11.6	-2.1	-5.6	0.9	0.7	30.9	4.0
Cc1cccc(NC(=O)C2CCN(C(=O)NCc3ccccc3)CC2)c1C	-12.8	1.1	0.9	9.2	-4.6	4.1	13.0	-12.1
COc1ccc2[nH]c(C)c(CCNc3ccc(C(F)(F)F)cc3[N+](=O)[O-])c2c1	-4.6	0.3	-0.5	5.0	9.9	0.2	32.8	-8.9
COc1cccc(C(=O)NCCSCc2ccccc2Cl)c1	-9.2	0.5	-2.5	0.6	36.5	3.6	6.3	-6.9
CCCCCOc1ccc(/C=c2\sc3nc(=O)c(-c4ccccc4)nn3c2=O)cc1OC	-21.5	-0.3	-2.9	-9.8	13.5	0.8	47.1	-0.1
COc1cccc(N2CCN(S(=O)(=O)c3ccc(-c4cnc(C5CC5)o4)cc3)CC2)c1	-6.9	-1.3	7.3	-13.6	12.0	-2.4	78.9*	8.9

Results in APJ antagonist and CHOP UPR activ, for some of the entries so far:
molecule	APJ antagonist	CHOP UPR activ
Cc1ccc(CC2SC(=O)NC2=O)cc1Cl (centres undefined)	1.6	1.3
CC(Sc1nnc(-c2ccco2)o1)C(=O)Nc1ccc(OC(F)F)cc1 (centres undefined)	-9.5	0.7
COc1ccc(N2CCN(C(=O)c3ccc(OCc4c(C)noc4C)c(OC)c3)CC2)cc1	3.7	-0.3

UPR XBP1 act, what is marked active above.
Structure,697 NFkB inh,UPR XBP1 act,APJ antagonist,Mdm2-MdmX inh,Jurkat NFkB inh
C=CCNc1nc(N)c([N+](=O)[O-])c(NC2CCCCC2)n1,-14.3,32.0*,-5.7,32.0,2.4
